ssDAF-12 act: S. stercoralis DAF-12 activation, primary screen. HEK293 ssDAF-12/GRIP1 lit1-tk-luc reporter, luminescence; % of 3 µM dafachronic acid response. activation, % at 6.8 µM. 370,000 compounds, 1% hits. AID 652126;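 active = activation above the mean over all tested compounds plus 3 SD, cut at about 0.9% in these data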;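 note: 0% = DMSO-only wells and 100% = 3 µM delta7-dafachronic acid wells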
ADAM10 inh: inhibitors of human ADAM10; O14672; recombinant ADAM10, EDANS/DABCYL FRET peptide cleavage, 3 h; inhibition, % at 7 µM; 370,000 compounds, 0.62% hits;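 active = inhibition above a per-campaign cutoff equal to the mean of compounds falling between control-based bounds plus 3 SD, cut at about 20% in these data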;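 note: 0% = DMSO wells while the 100% control is not disclosed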
NPR1 activator: GC-A (human) enzyme activation | P16066 | HEK293 GC-A cells, cGMP TR-FRET, EC30 ANP; 0% at EC30 ANP, 100% saturating ANP | activation, % at 10 µM | 370,000 compounds, 0.14% hits | AID 1671463; in the data active = activation above about 40%
NPR2 activator: GC-B (human) receptor activation; P20594; HEK293-GC-B cells, CNP EC30, cGMP TR-FRET; 0% at EC30 CNP, 100% saturating CNP; activation, % at 10 µM; 370,000 compounds, 0.11% hits;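 active = activation at 10 µM reaching about 35% in either raw or pattern-adjusted values, limit read from the data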
Target sequence (P20594 whole entry, looked up): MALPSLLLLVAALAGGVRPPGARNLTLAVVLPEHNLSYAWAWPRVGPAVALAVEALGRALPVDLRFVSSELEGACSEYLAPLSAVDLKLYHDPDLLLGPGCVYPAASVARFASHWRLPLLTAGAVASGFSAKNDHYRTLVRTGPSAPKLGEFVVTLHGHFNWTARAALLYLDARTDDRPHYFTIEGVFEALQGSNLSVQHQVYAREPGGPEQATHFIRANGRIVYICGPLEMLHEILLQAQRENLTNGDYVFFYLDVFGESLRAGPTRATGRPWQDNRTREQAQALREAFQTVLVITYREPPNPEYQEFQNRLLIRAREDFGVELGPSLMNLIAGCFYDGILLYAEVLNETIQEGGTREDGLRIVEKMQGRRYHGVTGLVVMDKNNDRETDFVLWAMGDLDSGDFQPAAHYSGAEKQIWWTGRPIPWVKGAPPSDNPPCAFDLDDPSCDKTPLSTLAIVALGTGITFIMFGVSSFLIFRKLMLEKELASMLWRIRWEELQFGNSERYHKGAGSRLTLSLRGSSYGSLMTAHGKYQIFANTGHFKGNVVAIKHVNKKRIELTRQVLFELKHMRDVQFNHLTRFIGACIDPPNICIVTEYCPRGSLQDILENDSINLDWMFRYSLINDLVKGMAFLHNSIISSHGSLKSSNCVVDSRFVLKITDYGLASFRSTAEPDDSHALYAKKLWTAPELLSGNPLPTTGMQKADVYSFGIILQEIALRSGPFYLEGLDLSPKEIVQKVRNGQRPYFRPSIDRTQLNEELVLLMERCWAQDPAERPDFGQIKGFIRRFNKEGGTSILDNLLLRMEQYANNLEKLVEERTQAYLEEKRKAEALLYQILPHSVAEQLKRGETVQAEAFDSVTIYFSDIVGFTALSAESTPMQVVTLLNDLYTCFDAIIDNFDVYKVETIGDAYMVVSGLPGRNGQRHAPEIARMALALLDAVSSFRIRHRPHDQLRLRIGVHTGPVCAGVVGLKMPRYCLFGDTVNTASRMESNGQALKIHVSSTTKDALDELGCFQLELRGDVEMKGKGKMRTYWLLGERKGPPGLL
hcDAF-12 act: activates DAF-12 receptor from parasite H. contortus; HEK293 hcDAF-12 lit1-tk-luc reporter, luminescence; 0% DMSO, 100% Δ7-dafachronic acid; activation, % at 6.8 µM; 370,000 compounds, 1.4% hits; AID 652067;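 active = activation above the mean of all tested compounds plus 3 SD, cut at about 5.5% in these data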;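 note: 100% = response to 3 µM Δ7-dafachronic acid high control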
FXN GAA850 act: activators of GAA850 frataxin (FXN) promoter; 360,000 compounds, 0.56% hits; activation, % at 6 µM; HEK293 lucGAA850 FXN promoter luciferase reporter, 24 h; percent of 10 µM SAHA response;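 active = activation above the average of all compounds screened plus 3 SD, cutoff fixed separately per campaign, cut at about 7.5% in these data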;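 note: 0% = DMSO wells and 100% = 10 µM SAHA wells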
DAX1 inh-1: DAX1 (NR0B1) inhibition, primary screen | HEK293T StAR-luciferase reporter, SF-1/DAX-1 repression relief | inhibition, % at 6.8 µM | 370,000 compounds, 1.1% hits | AID 652010;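 active = inhibition above the mean over all tested compounds plus 3 SD, cut at about 3.6% in these data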;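 note: 0% = DAX-1 cells with DMSO and 100% = cells lacking DAX-1 with DMSO; higher inhibition means more luminescence from relief of DAX-1 repression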
hgDAF-12 ag: activates the H. glycines DAF-12 receptor ligand-binding domain; 370,000 compounds, 1.8% hits; HEK293 GAL4-hgDAF12 UAS-luciferase reporter, agonist luminescence; normalized to butyrate control; activation, % at 6.8 µM;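 active = activation above a cutoff set at the mean of all screened compounds plus 3 SD, cut at about 10% in these data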;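 note: 0% = DMSO wells and 100% = sodium butyrate wells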
DAX1 inh-2: inhibitors of human orphan nuclear receptor DAX1 (NR0B1) | P51843 | HEK293 Gal4-DAX1 luciferase reporter, luminescence | inhibition, % at 6.75 µM | 340,000 compounds, 0.99% hits | AID 504766;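 active = inhibition above the mean over all tested compounds plus 3 SD, cut at about 4.2% in these data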;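 note: 0% = DAX1-transfected cells with DMSO and 100% = empty-vector control cells with DMSO; inhibition shows as a rise in luminescence from relieved DAX1 repression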
sPLA2-III inh: Blocks human group III sPLA2 activity; Q9NZ20; QFRET BODIPY PC-A2 liposome hydrolysis, fluorescence; inhibition, % at 12.2 µM; 370,000 compounds, 0.56% hits; AID 743126;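 active = inhibition above mean plus 3 SD of compounds lying within the high and low control bounds, cut at about 19% in these data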;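 note: 0% = median of test compound wells and 100% = no enzyme DMSO wells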
SMARCA2 activ: increases SMARCA2 function in MMTV reporter cells; MG213 cells, MMTV-luciferase reporter, dexamethasone, overnight; activation, % at 9.1 µM; 370,000 compounds, 1% hits; AID 652017; in the data active = activation above about 7.8%;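 note: 0% = vehicle wells and 100% = reference activator wells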
* marks the source's active call; other numbers are inactive results; x = not tested or not shown.

Molecule	ssDAF-12 act	ADAM10 inh	NPR1 activator	NPR2 activator	hcDAF-12 act	FXN GAA850 act	DAX1 inh-1	hgDAF-12 ag	DAX1 inh-2	sPLA2-III inh	SMARCA2 activ
CC(=O)Nc1nnc(SCC(=O)N2C(C)CCCC2C)s1 (centres undefined)	-1.1	6	-3	4	0.1	-1.3	0.3	-0.8	0.4	7	-1
COc1ccc(C(CNC(=O)CNS(=O)(=O)c2ccc(NC(C)=O)cc2)N2CCOCC2)cc1 (centres undefined)	-1.1	2	1	-1	-1.9	-0.2	-0.9	-0.6	2.1	2	3
C[C@H](CO)N1C[C@H](C)[C@@H](CN(C)Cc2ccccc2)OCCCC[C@H](C)Oc2ccc(N(C)C)cc2C1=O	-0.6	3	-4	8	1.3	0.0	-0.1	-4.5	1.2	17	-1
Cc1ccccc1NC(=S)NC12CN3CN(CN(C3)C1)C2	-0.2	8	-2	4	0.8	0.6	0.0	-2.0	2.8	3	-3
CCOP(=O)(OCC)/C(=N/OC(=O)c1ccccc1C)C(N)=O	-0.9	-2	5	1	-1.9	-1.5	-0.6	3.5	0.0	-6	-5
CC(=O)c1ccc(OC(=O)/C=C/c2ccccc2)cc1	-0.6	2	6	4	-1.6	-0.1	-0.2	-2.8	3.5	-2	-1
CC(OC(=O)c1nc(Cl)ccc1Cl)C(=O)c1ccccc1 (centres undefined)	-0.9	9	2	-2	-1.8	1.0	1.5	-0.7	-0.1	7	-1
C=CCOc1ccc(/C(O)=C2\C(=O)C(=O)N(CCN(C)C)C2c2cccs2)cc1 (centres undefined)	-0.6	5	-1	-3	1.2	1.1	0.5	0.9	1.1	-4	3
O=C(COC(=O)c1nc(Cl)ccc1Cl)Nc1ccc2[nH]c(=O)[nH]c2c1	-0.6	-2	-4	0	-0.9	-1.2	0.5	5.8	0.1	-2	-1
CC(NC(=O)COC(=O)CNC(=O)c1ccccc1Cl)C1CC2CCC1C2 (centres undefined)	-0.9	-10	-3	-3	-0.5	0.4	0.5	-2.9	-0.1	14	-2
CCN1CCN(C(=O)C2CCN(c3nnc(C)c4c(C)n(-c5ccc(C)cc5)nc34)CC2)CC1	-1.8	-105	1	-7	-1.2	2.5	0.5	0.3	1.1	1	0
CCCn1c(=O)c2c(c3ccccc31)OC(C)C(=O)N2 (centres undefined)	-0.5	-3	-1	-7	-0.2	3.2	-0.6	2.6	0.0	5	4
O=S(=O)(c1ccc(NC(=S)NCc2ccco2)cc1)N1CCCCC1	-2.0	15	4	4	-0.4	-0.3	-0.3	1.9	0.5	-18	-4
Cc1cc(C)cc(N(CC(=O)Nc2ccccc2C(=O)N2CCOCC2)S(C)(=O)=O)c1	-1.6	7	-1	2	-0.2	1.3	0.7	1.4	-0.6	-1	-1
O=C(CCN1CCCCC1)Nc1ccccc1	-1.1	2	1	6	-0.6	1.9	0.3	4.3	0.2	4	-1
CCN(CC(=O)N1CCCCCC1)S(=O)(=O)c1ccc(Cl)cc1	-1.0	5	3	-2	-1.4	1.4	-0.2	-1.5	-0.6	1	1
N#C/C(=C\c1ccc(N2CCCC2)c([N+](=O)[O-])c1)c1nc2ccccc2[nH]1	-1.8	-20	9	8	1.7	-2.4	-0.7	-2.1	-1.1	-5	-3
Cc1c(N=Cc2ccccn2)c(=O)n(-c2ccccc2)n1C	-0.3	5	5	5	-0.4	-3.2	0.5	2.7	-0.1	1	0
COc1ccc(C2(CNC(=O)c3ccc(N)cc3)CCCC2)cc1	-1.4	-5	-2	-5	1.2	0.1	0.4	-2.1	-0.1	14	-4
O=S1(=O)CC(N2CCSCC2)CN1Cc1cn(Cc2ccccc2)nn1 (centres undefined)	-1.6	-8	0	9	-0.8	x	1.0	0.0	x	-1	-1
CCN(CC)C(=O)Cn1nc(-c2ccc(Cl)cc2)c2ccccc2c1=O	-1.1	-1	-3	2	0.7	1.6	-0.8	-2.8	0.5	-5	0
COc1cccc(C(=O)NC(C)c2ccc(Br)cc2)c1 (centres undefined)	-0.8	8	-2	3	0.6	0.1	-0.3	-1.9	-1.5	7	-4
CCOc1ccc(CCNc2nc3c(c(=O)n(C)c(=O)n3C)n2CC)cc1OCC	-1.5	0	1	0	-0.2	-0.1	-0.6	-1.2	-1.3	1	4
O=[N+]([O-])c1ccc(-c2nnc(CNC3CCCC3)o2)cc1	0.2	-3	3	-3	-1.2	0.4	1.1	1.6	1.8	5	-3
COc1cc(C2C(C#N)=C(N)N(Nc3ccccc3)C3=C2C(=O)CC(C)(C)C3)ccc1OCc1ccccc1 (centres undefined)	-1.4	-26	0	-6	-0.9	-6.0	-0.2	-1.4	-1.3	-20	0

Three entries already listed, arranged by length of the SMILES, smallest number first:
Molecule	ssDAF-12 act	ADAM10 inh	NPR1 activator	NPR2 activator	hcDAF-12 act	FXN GAA850 act	DAX1 inh-1	hgDAF-12 ag	DAX1 inh-2	sPLA2-III inh	SMARCA2 activ
CCOP(=O)(OCC)/C(=N/OC(=O)c1ccccc1C)C(N)=O	-0.9	-2	5	1	-1.9	-1.5	-0.6	3.5	0.0	-6	-5
O=S1(=O)CC(N2CCSCC2)CN1Cc1cn(Cc2ccccc2)nn1 (centres undefined)	-1.6	-8	0	9	-0.8	x	1.0	0.0	x	-1	-1
COc1ccc(C(CNC(=O)CNS(=O)(=O)c2ccc(NC(C)=O)cc2)N2CCOCC2)cc1 (centres undefined)	-1.1	2	1	-1	-1.9	-0.2	-0.9	-0.6	2.1	2	3

Additional compounds.
Molecule	ssDAF-12 act	ADAM10 inh	NPR1 activator	NPR2 activator	hcDAF-12 act	FXN GAA850 act	DAX1 inh-1	hgDAF-12 ag	DAX1 inh-2	sPLA2-III inh	SMARCA2 activ
Cc1ccc2ccc3cccc4ccc1c2c34	-0.7	-97	-9	-8	-0.5	0.0	0.2	1.9	1.4	10	0
CS(=O)(=O)N(CC(=O)NCc1ccncc1)c1ccc(F)c(Cl)c1	-0.7	0	3	4	-0.7	1.6	0.7	-2.4	-0.3	4	-3
Cc1cc(-c2sccc2C)nc(-n2cccc2)n1	0.7	-107	-10	0	2.7	-1.8	0.3	3.7	1.1	3	-2
COCCN(C(=O)CSc1nc(-c2ccccc2)cn1N)c1c(N)n(Cc2ccccc2)c(=O)[nH]c1=O	-0.9	-14	2	-4	2.1	-2.5	-0.9	-1.4	-0.5	12	-1
O=C1N=C(N2CCCCC2)S/C1=C/C1=Cc2ccccc2OC1	-0.1	3	3	-5	2.6	3.4	1.0	4.2	0.6	15	1
C[C@@H]1NC(=O)[C@H]2C[C@@]3(c4ccccc4)c4ccccc4N[C@H]3N2C1=O	-1.1	-1	-1	3	-0.9	x	-1.2	3.5	x	6	-4
COc1ccc(OC)c(NC(=O)NNC(=O)COc2ccc(F)cc2F)c1	-1.0	-10	0	-3	-2.4	1.5	0.4	0.2	-0.5	-10	0
COc1ccc(Cc2nnc(NC(=O)CS(=O)(=O)c3ccc(C)cc3)s2)cc1OC	-1.1	-2	-1	0	-1.1	-0.6	-0.2	1.6	2.8	-19	2
COc1ccccc1NC(=S)NNC(=O)c1nn(C)cc1Cl	-0.9	10	2	-6	-1.3	0.7	1.3	2.3	0.3	31*	0
CCOC(=O)N1CCN(C(=O)CSc2nc3nc(C)cc(C)n3n2)CC1	-0.8	-12	2	2	-2.0	0.7	-0.1	1.6	-0.4	9	-4
CSCCC(NC(=O)c1ccccc1)C(=O)NCc1ccc(S(N)(=O)=O)cc1 (centres undefined)	-0.9	-1	2	2	0.1	0.3	-0.7	-0.5	0.1	-6	-3
COc1ccc(S(=O)(=O)Nc2ccc(C)cn2)cc1	-1.0	-121	5	1	-1.1	-1.5	0.2	0.2	4.6*	1	0
CC(C)c1ccc(NC2CCCN(C(=O)CC3CCCC3)C2)cc1 (centres undefined)	-1.4	6	0	-3	-0.4	-1.1	-0.2	1.0	-0.4	4	-1
Cc1cc(Cl)ccc1C(=O)C1CCCN(C(=O)c2n[nH]c3c2CCCC3)C1 (centres undefined)	-1.8	3	-8	3	-1.6	3.8	-0.8	-3.2	-0.5	-12	-4
CN(C(=O)c1ccccc1F)C(c1ccccc1)c1ccccc1	-0.8	-2	-11	-7	0.9	-0.2	0.0	-1.2	1.9	-2	-3
C=CCOc1cccc(/C=C/c2nc3ccccc3c(=O)[nH]2)c1	1.3*	-100	-5	-1	4.3	7.0	3.5	15*	4.2	-8	4
Cc1cccc(C)c1Cn1c(C)c(C(=O)NCc2ccccc2C(F)(F)F)sc1=O	-1.6	9	-6	-3	-2.3	-0.7	-0.7	0.4	x	-6	-1
Cc1ccc(C(=O)Oc2cccc(NC(=O)c3ccccc3)c2)cc1C	-1.2	25*	3	5	-0.5	0.7	0.7	2.6	-0.4	-32	0
CCc1ccc(N2CC(C(=O)OCc3nc4ccsc4c(=O)[nH]3)CC2=O)cc1 (centres undefined)	-1.3	-23	-5	-6	-1.7	1.1	1.5	0.8	0.2	7	-3
COc1ccc(C2NC(=O)C(=O)/C2=C(\O)c2ccc(Cl)cc2)cc1OC (centres undefined)	-0.5	-8	-2	0	-0.8	-0.4	0.8	-0.8	0.3	-1	-2
O=C(CN1CCc2ccccc2C1)Nc1ccccc1C(F)(F)F	-0.8	13	-1	5	-0.6	1.6	-0.5	-2.4	-0.9	0	-2
Cc1ccc(N2CC(C(=O)Nc3cccc(F)c3)CC2=O)cc1 (centres undefined)	-1.5	-10	5	-6	-2.8	1.7	0.4	0.3	0.3	-8	3
O=C(Nc1ccccc1Oc1ccccc1)c1cc([N+](=O)[O-])ccc1Cl	-2.0	-3	-3	1	-1.5	-15	-1.7	0.7	-1.6	23*	-6
N#C/C(C(N)=O)=C1/SC(Cc2ccc(F)cc2)C(=O)N1c1ccccc1 (centres undefined)	-0.1	-9	2	-1	0.1	-0.3	-0.1	-1.9	0.5	-22	-6
COc1cccc(-c2ccc3c(c2)O[C@@H](CN(C)C(=O)C2CCOCC2)[C@H](C)CN([C@H](C)CO)S3(=O)=O)c1	-0.8	-3	-1	0	-1.7	-0.7	-0.6	1.6	1.1	-5	4
O=C1CCCC/C=C\C[C@H](CC(=O)N(CCO)Cc2ccccc2)C(=O)N[C@@H](Cc2ccccc2)CO1	-0.8	-5	3	1	0.2	-1.1	-0.7	-0.1	-1.1	-3	0
CCCOP(=O)(OCCC)C(Nc1ccc(C(=O)O)cc1)c1ccccc1 (centres undefined)	-1.9	-51	3	4	1.4	-0.5	-0.2	5.6	3.6	-2	2
COc1ccc(CC(=O)OCC(=O)Nc2ccc(OC(F)F)cc2)cc1OC	-1.0	-4	0	0	-0.2	-1.6	-0.4	-0.5	0.5	-6	1
CCC(=O)Nc1ccc(-c2csc(NNC(C)=O)n2)cc1	0.9*	9	-3	2	0.9	1.6	0.1	2.4	-0.4	7	-1
Cc1cc(C(=O)NNC(=O)c2ccc(C(F)(F)F)cc2)no1	-1.2	-2	-2	1	-0.3	1.2	0.2	2.8	0.0	-4	3
COC(=O)COc1ccc(S(=O)(=O)NCCC2=CCCCC2)cc1Cl	0.1	15	9	3	-0.1	1.1	-0.6	2.4	0.6	-37	3
O=C(COC(=O)c1cccnc1Cl)NCc1ccc(F)cc1	-1.3	-14	-2	4	-0.3	-0.7	0.8	3.2	1.5	10	-2

Screens from PubChem.
